FXN GAA850 act = FXN promoter activators, primary screen, cell-based, luciferase luminescence, HEK293 lucGAA850 | 360,000 tested, 0.56% active | activation, % at 6 µM | HEK293 lucGAA850 FXN promoter luciferase reporter, 24 h; percent of 10 µM SAHA response | AID 540364, 2011;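 active = activation above the average of all compounds screened plus 3 SD, cutoff fixed separately per campaign, cut at about 7.5% in these data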;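 note: 0% = DMSO wells and 100% = 10 µM SAHA wells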
NR0B1 inh = DAX1 (NR0B1) inhibitors, primary screen, cell-based, HEK293, Gal4-DAX1, luciferase luminescence | Nuclear receptor subfamily 0 group B member 1 (Homo sapiens), P51843 | HEK293 Gal4-DAX1 luciferase reporter | AID 504766, 2011 | 340,000 tested, 0.99% active | inhibition, % at 6.75 µM;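 active = inhibition above the mean over all tested compounds plus 3 SD, cut at about 4.2% in these data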;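 note: 0% = DAX1-transfected cells with DMSO and 100% = empty-vector control cells with DMSO; inhibition shows as a rise in luminescence from relieved DAX1 repression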
Target sequence (P51843 207-470 limits assumed): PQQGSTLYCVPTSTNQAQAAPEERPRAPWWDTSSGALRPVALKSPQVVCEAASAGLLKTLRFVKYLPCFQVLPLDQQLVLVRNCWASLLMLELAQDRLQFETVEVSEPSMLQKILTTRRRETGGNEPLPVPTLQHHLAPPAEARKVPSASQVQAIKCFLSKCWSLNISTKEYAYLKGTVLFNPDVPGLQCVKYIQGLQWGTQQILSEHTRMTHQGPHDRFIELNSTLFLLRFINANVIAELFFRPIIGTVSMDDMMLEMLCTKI
* hit, by the source's call; · = not tested or not shown. Not all compounds are listed; the hit share may differ from the screen's.

SMILES | FXN GAA850 act | NR0B1 inh
CCN1C(=NCCc2cccnc2)N[C@@H](c2ccccc2)C(C(=O)OC)=C1C | · | 0.0
N/C(Cc1cccc2ccccc12)=N\OC(=O)c1cccs1 | · | 0.8
C#CCOCCOCCOCCNc1nc(N2CCN(C(=O)CCCCCCCCCCNC(=O)[C@H]([C@@H](C)CC)n3cc(CCCCN=C(N)N)nn3)CC2)nc(N2CCN(C(=O)CCCCCCCCCCNC(=O)[C@H](CO)n3cc(CCCSC)nn3)CC2)n1 | · | -0.3
CCC(C)Sc1ccc(-c2nc3ccc(C)cn3c2NC2CCCCC2)cc1 (stereo not drawn) | · | 0.2
C[C@@H]1NC(=O)c2cc([N+](=O)[O-])cc(I)c2NCCCC[C@@H](C(N)=O)NC(=O)[C@H](CC(N)=O)NC1=O | · | 2.7
COC(=O)CCCC1=CC2=CC(=O)C(C)(OC(=O)C3CCCC3)C(=O)C2=CO1 (stereo not drawn) | · | -0.3
COc1ccc(CN2CCC(C(=O)NC(C)c3cccc4ccccc34)CC2)cc1 (stereo not drawn) | 0.1 | ·
CC(=O)OC[C@H]1O[C@@H](n2ncc(=O)[nH]c2=O)[C@H](OC(C)=O)[C@@H]1OC(C)=O | -8.1 | ·
O=C(/C(N=Nc1cccc([N+](=O)[O-])c1)=C(/O)c1ccc(Br)cc1)C(F)(F)F | -5.8 | ·
O=C1/C(=N\S(=O)(=O)c2cccs2)C([n+]2cccc(Cc3ccccc3)c2)=C([O-])c2ccccc21 | -3.7 | ·
Cc1ccc(-c2cnc(C(O)c3ccc(Cl)c(F)c3)[nH]2)cc1 (stereo not drawn) | -0.4 | ·
CCc1ccc(C(O)c2ncc(-c3cccc(OC)c3)[nH]2)cc1 (stereo not drawn) | 2.1 | ·
CCC1Oc2ccc(C)cc2N(CC(=O)N2CCN(c3ccc(F)cc3)CC2)C1=O (stereo not drawn) | -1.1 | ·
CN1CCN(c2ncnc3c2ncn3[C@H]2CN(Cc3ccco3)C[C@@H](CO)O2)CC1 | 0.0 | ·
CC1(C)C2CC[C@]3(C)C(CC=C4[C@@H]5C[C@@](C)(CO)[C@@H](O)C[C@]5(C(=O)O)CC[C@]43C)[C@@]2(C)CC[C@@H]1O (stereo partly drawn) | -0.3 | ·
CC1(Cc2cc(Cl)ccc2C(F)(F)F)C(=O)Nc2ccc(OC(F)(F)F)cc21 (stereo not drawn) | -1.5 | ·
O=C(NC(c1ccc(Cl)cc1)c1cnccn1)C1CCN(CCCc2ccccc2)CC1 (stereo not drawn) | 2.7 | ·
CCc1nc2c(OCc3cccc(Cl)c3)cccn2c1N(C)C(=O)C(C)C | -3.0 | ·
CC1(C)C2CC[C@]3(C)C(CC=C4[C@@H]5C[C@](C)(CO)CC[C@]5(C(=O)O)CC[C@]43C)[C@@]2(C)CC[C@@H]1O (stereo partly drawn) | 1.1 | ·
CCc1nc2c(OCc3ccc(C(=O)OC)cc3)cccn2c1N(C)C(=O)C(C)C | -1.3 | ·
COCCNC(=O)C1(C)CCCN(Cc2ccc(OC)cc2)C1 (stereo not drawn) | -0.6 | ·
CCCC(=O)N1CCC1(C)C(=O)NCc1ccc(C(C)C)cc1 (stereo not drawn) | -0.2 | ·
COCCNc1nc(-c2ccccc2CO)c2sc(-c3ccccc3)cc2n1 | -2.1 | ·
CC(C)(O)[C@@H]1[C@@H]2C[C@@]3(CC[C@]4(C)C(CCC5[C@@]6(C)CC[C@H](O)C(C)(C)C6CC[C@]54C)[C@@H]13)C(=O)O2 (stereo partly drawn) | -0.7 | ·
CCCS(=O)(=O)NC(=O)C1(C)CCCN(C(=O)c2ccc3c(c2)OCO3)C1 (stereo not drawn) | 1.2 | ·
Cc1cccnc1C(NC(=O)C1CCN(Cc2ccc(Oc3ccccc3)cc2)CC1)c1ccccc1 (stereo not drawn) | -3.6 | ·
CC1Oc2ccc(C#N)cc2N(Cc2ccc(F)cc2)C1=O (stereo not drawn) | 1.2 | ·
COCOc1ccc(/C=C/C(=O)c2c(OCOC)cc(OCOC)c(CC=C(C)C)c2O)cc1OCOC | -1.4 | ·
COCCNC(=O)C1(C)CCN(Cc2noc(-c3c(C)noc3C)n2)C1 (stereo not drawn) | 0.5 | ·
CCNC(=O)C1(C)CCN(C(=O)c2cccs2)C1 (stereo not drawn) | -1.9 | ·
O=C(Nc1cccc(OC(F)(F)F)c1)c1cccc2c(-c3cccnc3)coc12 | 1.5 | ·
CCCCCCCCCn1c2c(c(=N)c3c1CCC3)CCCC2 | -9.3 | ·
CCCOc1ccc(F)cc1-c1cc(C(=O)NCc2ccc(C(F)(F)F)cc2)[nH]n1 | 1.0 | ·
COc1ccc(C(O)c2ncc(-c3cccc(OCc4ccccc4)c3)[nH]2)cc1F (stereo not drawn) | -1.9 | ·
CC12CCC(=O)C=C1CCC1C2C(O)CC2(C)C1CCC2(O)C(=O)COC(=O)CCC1CCCC1 (stereo not drawn) | 4.0 | ·
CCCS(=O)(=O)NC(=O)C1(C)CCN(C(=O)c2ccc3ccccc3n2)C1 (stereo not drawn) | 2.3 | ·
CCN(CC)C(=O)c1cccc(-c2csc(C(C)(O)c3ccc(F)c(F)c3)n2)c1 (stereo not drawn) | -0.8 | ·
Cc1cc(C)cc(C(O)c2ncc(-c3ccc(F)cc3)[nH]2)c1 (stereo not drawn) | -1.0 | ·
COc1ccc(CNC(=O)c2cc3c(C)nc4ccccc4c3o2)c(OC)c1 | -5.1 | ·
Cc1cc(Cl)ccc1C(O)c1ncc(-c2ccc(F)cc2)[nH]1 (stereo not drawn) | 0.5 | ·
Cc1cc(C(O)c2ncc(-c3ccccc3)[nH]2)ccc1F (stereo not drawn) | -0.1 | ·
COCCNC(=O)C1(C)CCCN(Cc2csc(-c3ccc(Cl)cc3)n2)C1 (stereo not drawn) | -3.6 | ·
OCc1ccccc1-c1cccc2nccn12 | 0.2 | ·
CC(=O)n1cc(N(C(=O)CCl)c2ccc(Cl)cc2)c2ccccc21 | -2.7 | ·
CC(Sc1nc2ccccc2s1)C(=O)Nc1nnc(C(C)C)s1 (stereo not drawn) | -0.8 | 2.5
COc1ccc(N(C(=O)c2ccncc2)S(=O)(=O)c2ccc(Cl)cc2)cc1 | 0.8 | 2.4
COc1ccc(CNc2nc(NCc3ccc(OC)cc3)c3ncn(C4CCCC4)c3n2)cc1 | -1.4 | -2.7
CC(=O)N1c2ccc(Cl)cc2C2C=CCC2C1c1cccc2ccccc12 (stereo not drawn) | -3.0 | -0.6
CN(C)c1ccc(N/C=C/C(=O)c2ccc(F)cc2)cc1 | 3.7 | 0.2
COc1ccc(-c2c(-c3cc(OC)c(OC)c(OC)c3)noc2C)cn1 | 1.3 | -0.7
COc1cccc(NC(=O)c2ccnc(N3CCC(C(=O)NCc4cc(OC)ccc4OC)CC3)c2)c1 | -2.2 | 0.2
COc1cccc(N2C(=O)CC(Nc3ccc(N4CCOCC4)cc3)C2=O)c1 (stereo not drawn) | 2.6 | -1.0
Cc1ccc(NC(=S)Nc2ccc3nc(-c4ccccn4)c(-c4ccccn4)nc3c2)cc1C | 1.4 | -1.7
CCCCCCSc1cc(-c2nc3cnccn3c2NCc2ccccc2)ccc1OC | 3.4 | -0.3
COC(=O)c1c(C)cc(O)c(C=O)c1O | 1.6 | 3.0
CCCN1C(=O)/C(=C/c2c(N3CCNC(=O)C3CC(=O)OCC)nc3c(C)cccn3c2=O)SC1=S (stereo not drawn) | -4.5 | -1.8
O=C(Cn1cc(S(=O)(=O)Cc2ccccc2)c2ccccc21)Nc1ccccc1 | 2.0 | 1.1
COc1cccc(Cn2nnc(C(=O)Nc3cc(C)ccc3OC)c2N)c1 | 1.6 | 1.7
COc1cc(-c2nc(C(=O)NC3CCN(Cc4ccccc4)CC3)cc3c2[nH]c2ccccc23)cc(OC)c1OC | -1.7 | -4.3
O=C(NCC(=O)N1CCN(c2ncccn2)CC1)c1cccs1 | 4.0 | 1.1
The results go on.
SMILES | FXN GAA850 act | NR0B1 inh
COc1ccc(NC(=O)C(c2ccc(Cl)cc2)C(C)C)cn1 (stereo not drawn) | -0.5 | -0.3
N#C/C(=C\c1cn[nH]c1-c1ccc(Cl)cc1)C(=O)NC1CC1 | 2.6 | -1.8
CCCCC1=CC2=CC(=O)C(C)(OC(=O)CC)C(=O)C2=CN1CCOC (stereo not drawn) | -0.7 | 1.2
CCOc1ccc(-n2ccnc2SCC(=O)NCc2ccc3c(c2)OCO3)cc1 | -1.1 | -0.6
N#CC(=C1CCCC1)c1nc(-c2ccccc2O)cs1 | 2.4 | 3.4
O=C(c1cc2ncc(Br)cn2n1)N1CCN(C(=O)c2ccco2)CC1 | 1.4 | -0.1
CC1=C(C(=O)OCC2CCCO2)C(c2ccc(C)o2)C2=C(CC(c3ccc(F)cc3)CC2=O)N1 (stereo not drawn) | 1.4 | 0.1
CCCCC(=O)NC(=S)NNS(=O)(=O)c1ccccc1 | 0.1 | -0.4
O=S(=O)(Cc1cc(Cl)nc(-c2cccnc2)n1)c1ccccc1 | 0.7 | -0.4
O=C(Nc1cccc(S(=O)(=O)NC2=NCCC2)c1)c1cc(Cl)ccc1[N+](=O)[O-] | -0.7 | -0.1
O=C(NCCc1ccc(F)cc1)c1cccc2c1C(=O)c1ccc(N3CCC(Cc4ccccc4)CC3)cc1S2(=O)=O | -2.5 | 0.2
Cc1cc(C)c(C2C3=C(Nc4c2c(C)nn4-c2ccccn2)c2ccccc2C3=O)c(C)c1 (stereo not drawn) | -0.8 | -1.4
C[C@H](CO)N1C[C@H](C)[C@H](CN(C)Cc2ccc(-c3ccccc3)cc2)Oc2ccc(NS(=O)(=O)c3ccccc3)cc2CC1=O | 0.2 | 1.5
c1ccc(Cn2nnc(CNc3ccccc3)c2-c2c(CNc3ccccc3)nnn2Cc2ccccc2)cc1 | -3.8 | 0.0
CCCNc1c(NS(=O)(=O)c2ccc3c(c2)CCCC3)c(=O)oc2ccccc12 | 0.2 | 0.3
CCn1c2ccccc2c2nnc(SCCCn3c(=O)[nH]c4ccccc43)nc21 | 0.7 | -0.2
COc1cccc(-c2cc(CC3(O)CCN(CCCc4ccccc4)CC3)on2)c1 | -0.3 | -1.6
CS(=O)(=O)Nc1ccc2[nH]c(=O)[nH]c2c1 | -0.8 | 0.6
CCOC(=O)[C@H]1[C@H]2COc3cc(OC)ccc3[C@@H]2N2C(=O)N(c3ccc(Br)cc3)C(=O)[C@@]12C | 2.0 | 0.8
CCN1CCN(Cc2ccc(NC(=O)Nc3ccccc3)cc2)CC1 | 1.7 | 2.9
CCOc1ccc2c(c1)-c1c(ssc1=S)C(C)(C)N2 | 2.6 | -0.2
Cc1scc(C(=O)NNC(=O)CCC(=O)O)c1C | 1.3 | 0.3
CC(=O)N1CCN(c2ccc(Oc3ccc([N+](=O)[O-])c(C(F)(F)F)c3)cc2)CC1 | -3.9 | -3.8
COc1ccc(C=Nc2cccnc2N)cc1 | 1.3 | 0.6
Cc1nn(Cc2c(Cl)cccc2Cl)c(C)c1NC(=O)c1cn(-c2ccccc2)nc1-c1ccccc1 | -0.8 | 3.7
